MEX-5 binding = MEX-5 zinc finger RNA-binding disruptors – biochemical, C. elegans, fluorescence polarization, MLPCN library, primary screen; activity score (negative = inhibition of binding), % at 10 µM; 300,000 compounds, 0.38% hits; Zinc finger protein mex-5 (Caenorhabditis elegans), Q9XUB2; MEX-5/FITC-TCR2 RNA binding; hits give low values; AID 1832, 2009;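 active means inhibition past about -25% in most replicates, and total fluorescence under double the plate's negative control median, limit read from the data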;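 further: 0% = DMSO and -100% = 5 µM competing unlabeled TCR2 RNA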
Target sequence (Q9XUB2 whole entry, looked up): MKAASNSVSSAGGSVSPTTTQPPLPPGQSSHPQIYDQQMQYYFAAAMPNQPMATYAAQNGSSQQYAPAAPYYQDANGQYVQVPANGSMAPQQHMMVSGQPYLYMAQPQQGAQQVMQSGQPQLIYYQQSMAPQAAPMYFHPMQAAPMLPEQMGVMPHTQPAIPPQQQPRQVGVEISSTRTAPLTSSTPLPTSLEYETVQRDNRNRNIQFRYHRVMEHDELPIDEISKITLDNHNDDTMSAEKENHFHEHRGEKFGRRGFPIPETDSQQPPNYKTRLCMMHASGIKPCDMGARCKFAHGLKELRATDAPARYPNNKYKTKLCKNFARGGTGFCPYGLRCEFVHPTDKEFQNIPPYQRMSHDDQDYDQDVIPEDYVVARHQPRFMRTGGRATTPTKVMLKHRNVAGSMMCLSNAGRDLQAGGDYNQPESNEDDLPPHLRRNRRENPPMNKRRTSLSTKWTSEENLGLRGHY
PME-1 inh = PME-1 inhibitors via competitive probe labeling, primary screen, biochemical, fluorescence polarization, FP-Rh probe, HTS | Protein phosphatase methylesterase 1 (Homo sapiens), Q9Y570 | recombinant PME-1 | inhibition, % at 5.9 µM | 320,000 compounds, 0.53% hits;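 active means inhibition above the campaign mean of all compounds plus 3 SD, cut at about 26% in these data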;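 further: competitive labeling of PME-1 active site by serine hydrolase directed probe; 0% = PME-1 with DMSO and 100% = wells lacking PME-1 enzyme; inhibitors block probe labeling so polarization falls and inhibition rises; many of its hits are not listed in these tables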
VLA-4 inh = inhibition in human VLA-4 binding assay, primary screen, VLA-4 allosteric modulator project, MLPCN library, flow cytometry, VLA-4 expressing cells; 330,000 compounds, 0.2% hits; inhibition, % (about 7 µM as worked out from the volumes in the protocol); ligand binding flow cytometry; Integrin alpha-4 (Homo sapiens), P13612; AID 2557, 2010; in the data active means inhibition above about 50%
Fam108B counter = mouse Fam108B serine hydrolase inhibitors, primary screen, counter-screen for RBBP9 inhibitor project, biochemical, fluorescence polarization; 300,000 compounds, 0.33% hits; recombinant Fam108B, FP-Rh probe fluorescence polarization; inhibition, % at 9.51 µM; AID 1947, 2009;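 active means inhibition above the screen mean inhibition plus 3 SD, computed separately per campaign, cut at about 18% in these data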;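 further: inhibitors lower polarization as less probe binds the enzyme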
MCL1 BIM primary = inhibitors of MCL1 binding to BIM-BH3, primary screen, biochemical, fluorescence polarization; 320,000 compounds, 0.68% hits; inhibition, % at 10.9 µM; GST-MCL1 / FITC-Bim-BH3 fluorescence polarization;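 active means inhibition above the mean inhibition of all tested compounds plus 3 SD, set per campaign, cut at about 40% in these data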;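 further: 0% = DMSO wells and 100% = unlabeled Bim-BH3 peptide control; higher means more loss of mP so more displacement of Bim peptide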
Target sequence (Q07820 whole entry, looked up): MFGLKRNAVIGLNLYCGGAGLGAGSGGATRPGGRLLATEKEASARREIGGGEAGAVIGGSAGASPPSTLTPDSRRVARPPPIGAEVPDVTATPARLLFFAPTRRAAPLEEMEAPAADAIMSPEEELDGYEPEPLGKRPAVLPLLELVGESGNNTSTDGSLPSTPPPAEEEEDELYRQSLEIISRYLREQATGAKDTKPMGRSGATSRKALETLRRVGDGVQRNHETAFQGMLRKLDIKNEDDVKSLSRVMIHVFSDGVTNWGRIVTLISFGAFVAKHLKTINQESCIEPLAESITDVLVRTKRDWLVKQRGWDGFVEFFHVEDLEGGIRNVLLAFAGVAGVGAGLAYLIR
GLD-1 TGE inh = GLD-1/TGE RNA complex disruptors, primary screen, biochemical, fluorescence polarization | 320,000 compounds, 0.44% hits | purified GLD-1 + fluorescein TGE RNA | inhibition, % at 5.96 µM;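 active means percent inhibition above a per-plate cutoff, the plate mean of test compounds plus 3 SD, cut at about 30% in these data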;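 further: 0% = DMSO wells with GLD-1 and probe and 100% = wells lacking GLD-1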
GRK2 aptamer HTS = compounds blocking aptamer binding on GRK2 – biochemical, human GRK2, bead flow cytometry, HTS, primary screen. Beta-adrenergic receptor kinase 1 (Homo sapiens), P25098. FAM-aptamer displacement from GRK2. inhibition of aptamer binding, % at 10 µM. 330,000 compounds, 0.59% hits. AID 488847, 2010;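 active means inhibition of aptamer binding above 40%, roughly 3 SD of noise, on plates passing a quality check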;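 further: median bead fluorescence of bound FAM aptamer so fluorescent compounds give negative values; no value below 0 was filed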
Efflux pump mplx = inhibitors of Candida efflux pumps in yeast, primary screen, S. cerevisiae, Nile Red, multiplex | S. cerevisiae Candida pump triplex | inhibition, % at 10 µM | 330,000 compounds, 0.44% hits | AID 485275, 2010;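 active means plate passing quality check with inhibition over a set limit, or well fluorescence over plate mean plus 4 SD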;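 further: Nile Red retained in pooled yeast measured as flow cytometry median fluorescence; 0% = buffer negative control and 100% = Enniatin B positive control; higher means more Nile Red kept so more efflux inhibition; some compounds called inactive have numbers as strong as hits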
BCLXL inh = inhibitors of human Bcl-xL, primary screen, biochemical, fluorescence polarization, HTS | GST-Bcl-xL / FITC-Bim BH3 peptide fluorescence polarization | Bcl-2-like protein 1 (Homo sapiens), Q07817 | inhibition, % at 10.9 µM | 320,000 compounds, 0.7% hits;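 active means inhibition above the mean of all tested compounds plus 3 SD, cutoff set per campaign, cut at about 30% in these data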;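 further: 0% = DMSO wells and 100% = unlabeled Bim-BH3 peptide competitor; inhibitors lower millipolarization by displacing the labeled peptide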
Target sequence (Q07817 whole entry, looked up): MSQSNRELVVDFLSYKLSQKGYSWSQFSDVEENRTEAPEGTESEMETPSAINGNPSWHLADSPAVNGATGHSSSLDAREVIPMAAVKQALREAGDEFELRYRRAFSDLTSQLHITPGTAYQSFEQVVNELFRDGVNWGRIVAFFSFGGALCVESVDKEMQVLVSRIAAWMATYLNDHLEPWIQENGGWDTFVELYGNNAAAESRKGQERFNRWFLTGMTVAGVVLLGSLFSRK
* hit, by the source's call. An excerpt (hit frequency here may not be typical).

Results for CC(C)C(NC(=O)c1cccc(S(=O)(=O)N2CCOCC2)c1)C(=O)NCc1ccc(Cl)cc1 (stereo unspecified) ?
PME-1 inh: -2; VLA-4 inh: -4; MCL1 BIM primary: -11; GLD-1 TGE inh: -3; GRK2 aptamer HTS: 0; Efflux pump mplx: 0.0; BCLXL inh: -4

How did COc1ccccc1OCCC(=O)Nc1ccc2c(c1)OCO2 do in these assays?
VLA-4 inh: -14; GLD-1 TGE inh: 4; GRK2 aptamer HTS: 0; Efflux pump mplx: -0.3

What do the screens show for `Cc1ccc(C)c(C(C)NC(=O)C2CCCC2)c1` (stereo unspecified)?
MEX-5 binding: 1.6; PME-1 inh: -1; VLA-4 inh: -1; Fam108B counter: 0; MCL1 BIM primary: 14; GLD-1 TGE inh: 3; GRK2 aptamer HTS: 2; Efflux pump mplx: -0.1; BCLXL inh: 3

What do the screens show for `COC(=O)c1c(C(=O)OC)c2ccncn2c1Cl`?
MEX-5 binding: 1.3; PME-1 inh: -4; VLA-4 inh: 1; Fam108B counter: 7; MCL1 BIM primary: -7; GLD-1 TGE inh: -1; GRK2 aptamer HTS: 0; Efflux pump mplx: 0.5; BCLXL inh: 5

What do the screens show for `COc1ccc(OC)c(-c2csc(NC(=O)Cc3cccs3)n2)c1`?
MEX-5 binding: 2.3; PME-1 inh: 6; VLA-4 inh: -3; Fam108B counter: -3; MCL1 BIM primary: -1; GLD-1 TGE inh: 4; GRK2 aptamer HTS: 6; Efflux pump mplx: 0.1; BCLXL inh: -3

What do the screens show for `O=C(Oc1cccnc1)c1ccccc1[N+](=O)[O-]`?
MEX-5 binding: -0.5; PME-1 inh: -4; VLA-4 inh: 8; Fam108B counter: -2; MCL1 BIM primary: 5; GLD-1 TGE inh: 9; GRK2 aptamer HTS: 0; Efflux pump mplx: 0.4; BCLXL inh: 1

How did O=c1c([N+](=O)[O-])cccn1Cc1cccc(Br)c1 do in these assays?
MEX-5 binding: 0.4; VLA-4 inh: 20; GRK2 aptamer HTS: 2; Efflux pump mplx: -0.1

How did Cc1ncc([N+](=O)[O-])n1CC(=O)Nc1ccccc1 do in these assays?
MEX-5 binding: 0.1; PME-1 inh: -10; VLA-4 inh: -4; Fam108B counter: -6; MCL1 BIM primary: -3; GLD-1 TGE inh: 13; GRK2 aptamer HTS: 1; Efflux pump mplx: 0.0; BCLXL inh: 3

Results for O=C(O)c1ccccc1OCc1ccccc1Br ?
MEX-5 binding: -0.9; PME-1 inh: 2; VLA-4 inh: 25; Fam108B counter: -3; MCL1 BIM primary: -2; GLD-1 TGE inh: 2; GRK2 aptamer HTS: 1; Efflux pump mplx: 0.0; BCLXL inh: 2

Results for Cc1cccc(NC(=O)COc2cccc3c2CCN(Cc2ccccc2)C3=O)c1C ?
MEX-5 binding: 4.2; PME-1 inh: 4; VLA-4 inh: 4; Fam108B counter: -1; MCL1 BIM primary: 1; GLD-1 TGE inh: 4; GRK2 aptamer HTS: 0; Efflux pump mplx: 0.1; BCLXL inh: -1

What do the screens show for `Cn1cc([N+](=O)[O-])c(C(=O)NCc2ccco2)n1`?
MEX-5 binding: 0.3; PME-1 inh: -4; VLA-4 inh: 8; Fam108B counter: -3; MCL1 BIM primary: -3; GLD-1 TGE inh: 0; GRK2 aptamer HTS: 1; Efflux pump mplx: 0.1; BCLXL inh: 0

How did COc1cccc(/C=N/n2c(=S)n(C)c3ccccc32)c1OC do in these assays?
MEX-5 binding: 0.3; PME-1 inh: 10; VLA-4 inh: -2; Fam108B counter: -2; MCL1 BIM primary: 8; GLD-1 TGE inh: 4; GRK2 aptamer HTS: 1; Efflux pump mplx: -0.1; BCLXL inh: -2

How did CCOC(=O)Nc1ccc(N2CCOCC2)c(S(=O)(=O)N2CCOCC2)c1 do in these assays?
MEX-5 binding: -1.7; PME-1 inh: 1; VLA-4 inh: 4; Fam108B counter: -3; MCL1 BIM primary: -5; GLD-1 TGE inh: 4; GRK2 aptamer HTS: 6; Efflux pump mplx: -0.1; BCLXL inh: 0

Results for CCN(CC)CCN(C(=O)Cn1nnc(-c2ccc(C)o2)n1)C(C(=O)NC(C)(C)C)c1cccs1 (stereo unspecified) ?
MEX-5 binding: -1.9; PME-1 inh: -3; VLA-4 inh: -1; Fam108B counter: -2; MCL1 BIM primary: 8; GLD-1 TGE inh: -12; GRK2 aptamer HTS: 1; Efflux pump mplx: -0.1; BCLXL inh: 12

Results for COCCCNC(=O)CSc1nc2ccccc2c(=O)n1Cc1ccc2c(c1)OCO2 ?
MEX-5 binding: -1.8; PME-1 inh: -2; VLA-4 inh: 1; Fam108B counter: 0; MCL1 BIM primary: -3; GLD-1 TGE inh: 3; GRK2 aptamer HTS: 6; Efflux pump mplx: 0.0; BCLXL inh: 6

Results for Oc1c(C(c2cccs2)N2CCN(c3ccccc3)CC2)ccc2cccnc12 (stereo unspecified) ?
PME-1 inh: 6; VLA-4 inh: 20; Fam108B counter: 4; MCL1 BIM primary: 35; GLD-1 TGE inh: 4; GRK2 aptamer HTS: 0; Efflux pump mplx: -0.1; BCLXL inh: 17

Results for CCO[C@H]1OC(C(N)=O)=C[C@@H](c2coc3ccccc3c2=O)[C@@H]1CCCO ?
MEX-5 binding: -0.5; PME-1 inh: 1; VLA-4 inh: 13; Fam108B counter: 9; MCL1 BIM primary: -2; GLD-1 TGE inh: -2; GRK2 aptamer HTS: 0; Efflux pump mplx: 0.0; BCLXL inh: -5

How did O=C(CCCn1c(=O)c2ccccc2n(CC(=O)NCc2ccco2)c1=O)NCc1ccco1 do in these assays?
MEX-5 binding: 1.7; PME-1 inh: -9; VLA-4 inh: -13; Fam108B counter: 4; MCL1 BIM primary: -4; GLD-1 TGE inh: 1; GRK2 aptamer HTS: 0; Efflux pump mplx: 0.0; BCLXL inh: 4

Results for O=C(CN(CC1CCCO1)C(=O)CNS(=O)(=O)c1ccccc1)NCCc1ccccc1 (stereo unspecified) ?
MEX-5 binding: 1.4; PME-1 inh: -3; VLA-4 inh: 17; Fam108B counter: 0; MCL1 BIM primary: 2; GLD-1 TGE inh: 2; GRK2 aptamer HTS: 0; Efflux pump mplx: 0.2; BCLXL inh: 3

What do the screens show for `O=C(Nc1cccs1)Nc1cccnc1Cl`?
MEX-5 binding: -1.3; PME-1 inh: -1; VLA-4 inh: 1; Fam108B counter: 4; MCL1 BIM primary: -3; GLD-1 TGE inh: 5; GRK2 aptamer HTS: 4; Efflux pump mplx: -1.1; BCLXL inh: -2

Reprinted at random: two compounds from above, in no set order.
What do the screens show for `O=C(Oc1cccnc1)c1ccccc1[N+](=O)[O-]`?
MEX-5 binding: -0.5; PME-1 inh: -4; VLA-4 inh: 8; Fam108B counter: -2; MCL1 BIM primary: 5; GLD-1 TGE inh: 9; GRK2 aptamer HTS: 0; Efflux pump mplx: 0.4; BCLXL inh: 1

What do the screens show for `Cc1ccc(C)c(C(C)NC(=O)C2CCCC2)c1` (stereo unspecified)?
MEX-5 binding: 1.6; PME-1 inh: -1; VLA-4 inh: -1; Fam108B counter: 0; MCL1 BIM primary: 14; GLD-1 TGE inh: 3; GRK2 aptamer HTS: 2; Efflux pump mplx: -0.1; BCLXL inh: 3

More entries
What do the screens show for `CC(=O)N1CCN(S(=O)(=O)c2ccc(C)cc2)C1c1ccc(N(C)C)cc1` (stereo unspecified)?
MEX-5 binding: 2.3; PME-1 inh: 10; VLA-4 inh: -3; Fam108B counter: 7; MCL1 BIM primary: 10; GLD-1 TGE inh: -3; GRK2 aptamer HTS: 0; Efflux pump mplx: 0.3; BCLXL inh: 6

Results for Cn1c(N2CCN(C(=O)Nc3ccc(C(F)(F)F)cc3)CC2)nc2ccccc21 ?
MEX-5 binding: 0.3; PME-1 inh: -7; VLA-4 inh: 1; Fam108B counter: 5; MCL1 BIM primary: 6; GLD-1 TGE inh: 6; GRK2 aptamer HTS: 3; Efflux pump mplx: 0.0; BCLXL inh: 9

What do the screens show for `C/C(=N\NC(N)=S)C1(C)CC2(CC(C)(C)OC2=O)C(=O)O1` (stereo unspecified)?
MEX-5 binding: -0.4; PME-1 inh: -6; VLA-4 inh: 1; Fam108B counter: -3; MCL1 BIM primary: 9; GLD-1 TGE inh: 0; GRK2 aptamer HTS: 4; Efflux pump mplx: -0.1; BCLXL inh: 1

Results for COc1ccccc1N(CC(=O)N1CCCC1)S(=O)(=O)c1cc([N+](=O)[O-])ccc1Cl ?
VLA-4 inh: 11; GLD-1 TGE inh: 0; GRK2 aptamer HTS: 1; Efflux pump mplx: 0.4

How did Cc1ccccc1-n1c(SCC(=O)NCc2cccs2)nc2ccccc2c1=O do in these assays?
MEX-5 binding: -0.7; PME-1 inh: 7; VLA-4 inh: 15; Fam108B counter: 0; MCL1 BIM primary: -4; GLD-1 TGE inh: 1; GRK2 aptamer HTS: 1; Efflux pump mplx: -0.1; BCLXL inh: 0

How did O=C(O)C1CC(=O)n2c(nc3ccccc32)S1 (stereo unspecified) do in these assays?
MEX-5 binding: 1.7; PME-1 inh: 0; VLA-4 inh: 3; Fam108B counter: -3; MCL1 BIM primary: -3; GLD-1 TGE inh: -4; GRK2 aptamer HTS: 0; Efflux pump mplx: 0.1; BCLXL inh: -9

What do the screens show for `CCCCn1c(=S)[nH]c2ccc(N3CCOCC3)cc2c1=O`?
MEX-5 binding: -1.9; PME-1 inh: 4; VLA-4 inh: -2; Fam108B counter: 4; MCL1 BIM primary: 15; GLD-1 TGE inh: 1; GRK2 aptamer HTS: 2; Efflux pump mplx: -0.1; BCLXL inh: 10

Results for O=C(Cn1nnc(-c2ccc(F)cc2)n1)N1CCCCC1 ?
MEX-5 binding: -1.2; PME-1 inh: 0; VLA-4 inh: 9; Fam108B counter: 7; MCL1 BIM primary: 2; GLD-1 TGE inh: 0; GRK2 aptamer HTS: 1; Efflux pump mplx: 0.1; BCLXL inh: 2

Results for O=C(NC(Cc1ccc(O)cc1)C(=O)O)c1ccc2c(c1)OCO2 (stereo unspecified) ?
PME-1 inh: -2; VLA-4 inh: 11; MCL1 BIM primary: -1; GLD-1 TGE inh: 2; GRK2 aptamer HTS: 2; Efflux pump mplx: -0.1; BCLXL inh: 5
